# Pol kappa inh: inhibitors of human DNA polymerase kappa; Q9UBT6; 400,000 compounds, 0.53% hits; Potency, µM (doses to about 107 µM), without a hit: at the top dose activity, negative = inhibition, most hits filed as inhibitors; AID 588579; purified Pol kappa, fluorescent DNA synthesis assay, 10 min; further: potency means the concentration at half of the fitted maximal effect; on the % scale 0 is the no-effect control and ±100 the full control effect
#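 Readout: fluorescence, taken kinetically at 0 and 10 min. Conditions: 10 nM Pol kappa, 15 min RT compound preincubation, 50 nM substrate final. Controls: enzyme-free buffer wells.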
# APEX1 inh: inhibitors of human APE1 endonuclease; P27695; recombinant APE1, TAMRA/BHQ-2 abasic DNA cleavage fluorescence; Potency, µM (highest dose often 65.8 µM), without a hit: at the top dose activity change, negative = inhibition, usual class: inhibitors; 350,000 compounds, 0.35% hits; AID 2517;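 further: potency means the concentration at half of the fitted maximal effect; plate controls were vehicle for no effect and reference inhibitor for full effect; nearly all actives have a fitted effect of over 55% in size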
#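 Substrate: short duplex with […] THF abasic site, 5'-TAMRA and 3'-BHQ-2, 50 nM final. APE1 at 0.75 nM, preincubated 15 min RT with compound. Fluorescence increase from first to third read measured activity.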
# BLM inh: blocks DNA unwinding by human BLM helicase; P54132; recombinant BLM DNA unwinding, fluorescence dequenching; Potency, µM (top dose mostly 56.1 µM), for inactives: at the highest dose activity change, negative = inhibition, hits mostly inhibitors; 350,000 compounds, 0.2% hits;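 further: potency means the concentration at half of the fitted maximal effect; plate controls were vehicle for no effect and no enzyme for full effect; nearly all actives have a fitted effect of over 35% in size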
# TRHR agonist: activates the human TRH receptor | P34981 | TRHR cells, calcium flux fluo-8, FDSS agonist mode | 360,000 compounds, 0.18% hits | AID 493084 | activation, % at 2 µM; in the data active means activation above about 30%; further: 0% is about no effect
# Target sequence (P34981 whole entry, looked up): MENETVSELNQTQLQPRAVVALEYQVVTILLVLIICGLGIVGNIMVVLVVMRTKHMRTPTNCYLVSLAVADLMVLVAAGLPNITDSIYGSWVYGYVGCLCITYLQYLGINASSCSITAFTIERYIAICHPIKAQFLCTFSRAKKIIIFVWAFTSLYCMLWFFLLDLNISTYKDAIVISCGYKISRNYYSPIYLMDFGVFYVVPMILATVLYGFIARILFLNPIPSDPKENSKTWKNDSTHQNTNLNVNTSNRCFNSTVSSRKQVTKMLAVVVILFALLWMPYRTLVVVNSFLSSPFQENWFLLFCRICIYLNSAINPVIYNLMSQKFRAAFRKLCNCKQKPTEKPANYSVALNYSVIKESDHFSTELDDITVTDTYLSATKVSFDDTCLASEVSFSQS
#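 In this calcium-flux screen, cells bearing human TRHR are dye-loaded with fluo-8, baselined for 10 cycles, then exposed to library compounds; positive kinetic calcium responses during the agonist phase mark hits, with TRH as control.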
# ERG-DNA inh: ERG Ets/DNA interaction inhibition | P11308 | fluorescence polarization, His-ERG Ets domain / labelled DNA | Potency, µM (doses to about 76.9 µM), inactives show at the top dose FP activity, negative = inhibition, usual class: inhibitors | 370,000 compounds, 0.028% hits | AID 624246; active means well fitted inhibition curve with a large enough effect in the polarisation, with a control signal flat; inconclusive means small, poorly fitted or top-dose-only effect, or effect the other way, or a change in a side signal; inactive means no such curve, though single readings can be large or run the other way; the % refers to the polarisation;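 further: polarization taken with two DNA probes labelled with fluorescein and Texas red; potency means the concentration at half of the fitted maximal effect; % of control where 0% means no effect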
#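 His-tagged ERG Ets domain (1 uM in the protein solution; 300mM KCl, 50mM Tris-HCl, 1mM EDTA, 1mM DTT, pH 7.5) received compound, then a probe mix of 5 nM fluorescein-DNA and 100nM Texas-615-DNA. Fluorescence polarization was read for both dyes.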
# 12-LOX inh: ALOX12 (human) lipoxygenase inhibition; P18054; purified 12hLO, xylenol orange hydroperoxide absorbance; Potency, µM (top dose mostly 108 µM), inactives show at the highest dose activity change, negative = inhibition, actives largely listed as inhibitors; 580,000 compounds, 1.1% hits; AID 1671190; further: potency means the concentration at half of the fitted maximal effect; on the % scale 0 is the no-effect control and ±100 the full control effect
#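 Purified human 12hLO at 150 nM in 25 mM Hepes, 0.01% Triton X-100, pH 7.0, preincubated 15 min at room temperature with compound. Reaction started with 40 uM arachidonic acid, 30 min at room temperature. Hydroperoxide measured by Fe-xylenol orange, 573/405 nm absorbance ratio.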
# POLB inh: blocks human DNA polymerase beta activity | Pol beta primer extension/strand displacement, fluorescence kinetic | Potency, µM (highest dose often 114 µM), inactives show at the highest dose activity change, negative = inhibition, usual class: inhibitors | 340,000 compounds, 1.3% hits; further: potency means the concentration at half of the fitted maximal effect; on the % scale 0 is the no-effect control and ±100 the full control effect
#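 Kinetic readout of DNA synthesis with strand displacement by Pol beta. Compound and 10 nM enzyme sit 15 min at room temperature; 50 nM substrate starts the reaction, read immediately and at 10 min.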
# Pol iota inh: blocks human DNA polymerase iota activity | Q9UNA4 | Pol iota fluorescent replication assay, 10 min | Potency, µM (doses to about 115 µM), without a hit: at the highest dose activity, negative = inhibition, actives largely listed as inhibitors | 390,000 compounds, 1% hits | AID 588590; further: potency means the concentration at half of the fitted maximal effect
# Target sequence (Q9UNA4 whole entry, looked up): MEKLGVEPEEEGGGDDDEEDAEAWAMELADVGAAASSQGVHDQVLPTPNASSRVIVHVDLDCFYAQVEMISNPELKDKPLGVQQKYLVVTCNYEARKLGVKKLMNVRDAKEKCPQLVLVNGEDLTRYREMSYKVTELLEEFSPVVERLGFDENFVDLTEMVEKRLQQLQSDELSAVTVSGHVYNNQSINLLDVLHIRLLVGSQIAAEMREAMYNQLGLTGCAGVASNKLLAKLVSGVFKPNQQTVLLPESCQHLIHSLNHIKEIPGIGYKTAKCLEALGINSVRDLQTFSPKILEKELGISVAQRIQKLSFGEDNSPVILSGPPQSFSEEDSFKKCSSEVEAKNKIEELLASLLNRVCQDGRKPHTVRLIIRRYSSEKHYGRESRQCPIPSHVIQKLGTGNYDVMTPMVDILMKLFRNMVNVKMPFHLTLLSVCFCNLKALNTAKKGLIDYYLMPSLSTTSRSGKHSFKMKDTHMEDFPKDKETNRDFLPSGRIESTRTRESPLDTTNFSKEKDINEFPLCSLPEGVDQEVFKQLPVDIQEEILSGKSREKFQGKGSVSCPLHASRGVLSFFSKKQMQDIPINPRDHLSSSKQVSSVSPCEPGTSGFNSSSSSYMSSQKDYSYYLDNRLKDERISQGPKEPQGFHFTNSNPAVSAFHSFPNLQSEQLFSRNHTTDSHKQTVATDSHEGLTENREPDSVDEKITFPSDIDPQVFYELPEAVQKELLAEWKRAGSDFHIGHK
#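 Pol iota at 10 nM preincubated 15 min with compounds at room temperature; reaction started with fluorescent substrate, 50 nM final. Fluorescence read kinetically at 0 and 10 min; buffer-only wells as negative control.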
# Anesthetic bind: binds horse apoferritin like a general anesthetic | AID 485281 | Potency, µM (highest dose often 77.5 µM), for inactives: top-dose activity change, negative = displacement, hits mostly inhibitors | apoferritin/1-aminoanthracene competitive binding, fluorescence | 350,000 compounds, 0.074% hits | P02791; further: potency means the concentration at half of the fitted maximal effect; on the % scale 0 is the no-effect control and ±100 the full control effect; nearly all actives have a fitted effect of over 20% in size
#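 10 uM apoferritin + 50% sat. 1-AMA, PBS; cpd 10 min RT; Ex380/Em535 endpoint; normalized to free probe vs complex; 4-param Hill fit; propofol titration as pos. ctrl.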
# * marks the source's active call; other numbers are inactive results; ? = inconclusive; . = not tested or not shown; [ ] = another dose, or the depositor's remark. Unless noted, the call rests on the fitted dose curve; in most records, active means well fitted curve in the direction sought with a large enough effect; inconclusive means small, poorly fitted or top-dose-only effect, or another doubt; inactive means no such curve, though single readings can be large; an effect the other way counts as inactive or inconclusive. Only part of the results is shown. The share of hits here may be higher or lower than overall.
SMILES,Pol kappa inh,APEX1 inh,BLM inh,TRHR agonist,ERG-DNA inh,12-LOX inh,POLB inh,Pol iota inh,Anesthetic bind
O=C(COC(=O)Cc1ccc(Cl)cc1)NCCc1ccccc1,0%,29%,.,0.0,1%,199%[activator],.,?,.
COc1ccc(-c2cc(OC(=O)c3ccccc3Cl)c3c(C)oc(C)c3c(=O)c2)cc1OC,-31%,.,-1%,-1.1,0%,?,5%,-15%,-7%
Nc1c(Cl)cc(-c2cn(CCC(=O)O)c(-c3ccncc3)n2)cc1Cl,-5%,21%,.,-0.2,-3%,-5%,.,18%,.
O=C(Nc1ccccc1F)C(=Cc1sc(N2CCOCC2)nc1-c1ccccc1)C(=O)Nc1ccccc1F,-14%,15%,2%,15,-14%,-8%,31%,29%,-11%
C=CCN1C(=O)C(CC(=O)NCC)SC1=Nc1ccccc1OC (configuration not stated),-2%,5%,-1%,-0.1,-3%,0%,?,-1%,-4%
CCN(CC)C(=O)CSc1nc2cc3c(cc2c(=O)n1Cc1ccc(C(=O)NCCc2ccc(OC)c(OC)c2)cc1)OCO3,-7%[60.1 µM],.,1%,-0.1,-2%,-25%,15%,23%,5%
CCCC(O)(c1ccc(OC)cc1)C(CN(C)C)c1ccccc1 (configuration not stated),-13%,18%,1%,1.1,-7%,16%,35%,5%,-15%
O=c1[nH][nH]c(=O)c(Cl)c1Cl,4%,.,.,.,10%,-1%,.,4%,.
Cc1cc(NC(=O)c2ccc3nccnc3c2)ccc1Br,-10%,3%,.,.,2%,-17%,.,18%,.
COC(=O)c1nn(-c2ccc(F)cc2)ccc1=O,-7%,-12%,2%,-2.6,-8%,58%[activator],-2%,112%[activator],10%
CCOC(=O)c1cn(CC)c2cc(F)c(F)cc2c1=O,-4%,3%,3%,-2.4,-11%,350%[activator],1%,185%[activator],-6%
O=C(/C=C/c1ccccc1Cl)N1CCCN(C(=O)/C=C/c2ccccc2Cl)CC1,-20%,0%,6%,-1.0,9%,4%,-16%,13%,0%
CN(CC(=O)OCC(N)=O)S(=O)(=O)c1ccc(Cl)cc1,-7%,-7%,1%,-0.4,0%,5%,10%,39%[activator],-6%
CCOC(=O)CN(C)C(=O)C1CC(CO[Si](C)(C)C(C)(C)C)=CN1C(=O)OC(C)(C)C (configuration not stated),-25%,-6%,-1%,.,.,.,.,2%,-16%
CCC(=O)N1CCN(c2ccccc2NC(=S)NC(=O)c2ccco2)CC1,-4%,15%,-8%,0.5,4%,?,1%,?,-7%
COc1ccc(Cl)cc1-n1c(C)cc(C=O)c1C,-4%,2%,-2%,-0.4,-3%,0%,-21%,17%,-17%
CCOC(=O)Nc1ccc2c(c1)C(=NNC(N)=S)c1ccccc1-2,-7%,.,.,.,4%,?,.,63%[activator],.
C=CCOc1cccc(C2c3c(oc4ccccc4c3=O)C(=O)N2c2ccccn2)c1 (configuration not stated),22%,9%,-2%,-0.1,8%,191%[activator],38%,8%,-5%
O=C(CN(Cc1ccccc1Cl)C(=O)CNS(=O)(=O)c1ccc(F)cc1)NCC1CCCO1 (configuration not stated),-25%,20%,-1%,0.4,-6%,3%,45%,7%,-10%
Cn1nnnc1SCC(=O)NCC(=O)c1ccccc1,-14%,3%,-1%,0.0,-7%,-2%,20%,3%[58.9 µM],-7%
COc1ccc(CCNC(=O)c2nc(SCc3ccc(F)cc3)ncc2Cl)cc1OC,0%,.,-6%,0.1,-2%,0%,27%,1%,-20%
O=C(COC(=O)c1ccc(F)c(S(=O)(=O)N2CCOCC2)c1)Nc1ccc2c(c1)OCO2,-13%,39%,.,0.0,-5%,18%,.,51%[activator],.
CCOc1ccc(NC(=O)CSc2nc3cccnc3n2CC)cc1,-8%,-4%,-2%,-0.4,1%,0%,5%,16%,3%
O=C(COC(=O)c1cccc(S(=O)(=O)N2CCCCC2)c1)NC1CCCCC1,-2%,32%,.,0.4,.,9%,.,-11%,.
N#Cc1c(NC(=O)c2ccccc2)sc2c1CCCCC2,-18%,10%,7%,0.0,-1%,-24%,10%,8%,-6%
CC/C(C)=N\N=C\c1c(O)n(CC)c2cc(C3=NNC(=O)CC3)ccc12,-11%,-1%,-11%,0.1,6%,.,-1%,32%[activator],1%
COCCn1c(-c2ccc(OC)cc2)cnc1SCC(=O)Nc1ccc(OC)cc1OC,-6%,9%,3%,-1.4,-7%,20%,15%,-2%,-7%
CCN(CC)S(=O)(=O)c1ccc(N=N/C(C(C)=O)=C(/C)O)cc1,-7%,1%,0%,-0.3,6%,-2%,20%,8%,-14%
Cc1c(C(=O)N2CCCCC2)c(S(=O)(=O)N2CCN(c3ccccc3F)CC2)c(C)n1C,-13%,10%,-2%,-0.9,-3%,7%,9%,18%,-3%
O=C1C=C(O)C(n2cncn2)C(c2ccc3c(c2)OCO3)C1 (configuration not stated),0%,-8%,-6%,0.0,-6%,1%,1%,65%[activator],-2%
COC(=O)[C@H](CCSC)NC(=O)N1CCC(C)CC1,0%,3%,-1%,-1.2,0%,1%,-1%,23%,-8%
CN1C2CCC1CC(NC(=O)c1cc(Cl)cc3[nH]cnc13)C2 (configuration not stated),4%,23%,3%,0.5,-6%,-8%,7%,143%[activator],2%
CC(C)c1cnc2c(c1SCC(=O)Nc1ccc(OC(F)(F)F)cc1)c(=O)n(C)c(=O)n2C,-1%[60.1 µM],.,-2%,0.0,3%,-24%,0%,-19%,?
CC(C)c1ccc(NC(=O)Cn2c(=O)n(CC3CCC(C(=O)NCCc4ccccc4)CC3)c(=O)c3ccccc32)cc1 (configuration not stated),-11%,.,-1%,0.2,-2%,-19%,1%,23%,-10%
COc1ccc(-n2ccnc(SCC(=O)NCc3ccc(C)cc3)c2=O)cc1Cl,-1%,15%,.,-1.0,6%,7%,.,25%,.
Cc1cccc(NC(=O)c2cccnc2Oc2ccccc2)c1C(=O)O,-5%,-5%,-2%,1.6,-5%,47%[activator],15%,?,36%[activator]
CC1=CN2C(=NC(=O)CC2(C)C(=O)N(CC(=O)NC2CCCC2)c2cc(C)cc(C)c2)C=C1 (configuration not stated),6%,-2%,-2%,0.2,10%,-2%,-4%,22%,0%
CC1=C(C(=O)OC2CCCCCCC2)C(c2cccc(O)c2)NC(=O)N1 (configuration not stated),-12%,-2%,-5%,-0.1,2%,?,1%,9%,-15%
O=C(Cn1[nH]c(=O)c2ccccc2c1=O)NCc1cccnc1,2%,-2%,0%,1.0,3%,0%,7%,18%,-8%
COc1cccc2c1oc1c(SCc3nc4ccccc4[nH]3)nc(C)nc12,-2%,-17%,.,.,.,-4%,.,13%,.
CC(C)N=C(Nc1ccc(Cl)cc1)c1cccnc1,0%,0%,0%,-0.3,6%,-4%,38%,24%,-8%
CC(OC(=O)c1cc(=O)c2ccccc2o1)C(=O)Nc1ccc(N(C)C)cc1 (configuration not stated),-5%,-3%,.,-0.6,-12%,-29%,.,-10%,.
CCOc1ccc(S(=O)(=O)n2cnc(C)c2)cc1,1%,44%,-6%,-1.9,6%,-6%,3%,43%[activator],-7%
COC(=O)/C=C1\S/C(=N/N=C/c2ccco2)NC1=O,-3%,12%,-1%,0.0,-5%,-12%,45%[activator],9%,-6%
CC(=O)N(Cc1c(C)nn(-c2ccccc2)c1Cl)c1ccc(Cl)cc1,-9%,-3%,-5%,.,-4%,-9%,-1%,?,-21%
COc1ccc(C2=NOC(C)(c3nnc(-c4ccncc4)o3)C2)cc1 (configuration not stated),-1%,.,.,.,11%,-2%,.,18%,.
CCCC(=O)NCCc1c2n(c3ccc(OC)cc13)CCCc1ccccc1-2,-5%[60.1 µM],0%,.,.,.,.,-3%[57.1 µM],-7%[58.9 µM],.
COCCNc1c2c(nc3c(-c4ccccc4)c(C)nn13)CCCC2,-7%,-3%,-4%,-0.7,-8%,21%,6%,-8%,.

# Compound profiles, from the list above. Order of screens: Pol kappa inh	APEX1 inh	BLM inh	TRHR agonist	ERG-DNA inh	12-LOX inh	POLB inh	Pol iota inh	Anesthetic bind
# `CCN(CC)C(=O)CSc1nc2cc3c(cc2c(=O)n1Cc1ccc(C(=O)NCCc2ccc(OC)c(OC)c2)cc1)OCO3` reads -7%[60.1 µM]	.	1%	-0.1	-2%	-25%	15%	23%	5%
# `CC(=O)N(Cc1c(C)nn(-c2ccccc2)c1Cl)c1ccc(Cl)cc1` reads -9%	-3%	-5%	.	-4%	-9%	-1%	?	-21%

# Next part.
SMILES,Pol kappa inh,APEX1 inh,BLM inh,TRHR agonist,ERG-DNA inh,12-LOX inh,POLB inh,Pol iota inh,Anesthetic bind
CCOC(=O)C1CCN(c2c(-c3ccccc3)c3cc(Cl)ccc3[nH]c2=O)CC1,-10%,1%,-3%,0.4,29%,-30%,0%,-9%,-10%
CCc1nc(NCCN2CCOCC2)c(C#N)c2c1CCCC2,-9%,-2%,2%,0.0,7%,0%[57.4 µM],2%,-8%,-22%
Brc1ccc2c(c1)OCCOCCOCCOCCOCCO2,2%,16%,4%,0.1,25%,14%,17%,33%[activator],9%
Fc1ccc(Nc2nc(N/N=C/c3ccco3)nc(N3CCCCC3)n2)cc1,-5%,?,-21%,0.1,2%,-11%,-16%,8%,-11%
O=S(=O)(NCc1ccccc1)c1ccc(-n2cccn2)cc1,5%,50%[activator],-1%,0.0,-17%,14%,9%,7%,-12%
Cc1ccc(C(=O)NCC(=O)NCc2cc(=O)n(C)c(=O)n2C)cc1C,-4%,15%,-1%,0.4,-11%,0%,20%,0%,1%
CN(CCC(=O)Nc1ccc(Cl)cc1)Cc1ccccc1,-2%,-5%,3%,0.5,6%,1%,1%,9%,-10%
O=C(O)C1CCCCC1C(=O)Nc1ccc(S(=O)(=O)N2CCCCC2)cc1 (configuration not stated),5%,27%,-2%,0.4,6%,6%,19%,1%,-12%
